Peg3 prom inh: Peg3 promoter activity inhibition; HeLa PEG-Prom luciferase reporter, luminescence, overnight; inhibition, % at 20 µM; actives 1.7% (n = 360,000); AID 588405;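 active = inhibition of at least 50% at 20 µM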
TROY NFkB inh: blocks TROY-dependent signaling in reporter cells. Q293 LMP1-TROYcd NF-kB luciferase reporter, 4 h. inhibition, % at 10 µM. actives 0.98% (n = 360,000);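 active = compounds whose plate-normalised and pattern-corrected inhibition of the luciferase reporter signal at the single screening dose is 50% or more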
CF NFkB block: blocks PAF-induced NF-kB reporter in cystic fibrosis cells; KKLEB NF-kB-GFP reporter, GFP fluorescence overnight; inhibition, % at 5 µM; actives 0.86% (n = 360,000); AID 588850;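 active = at least 50% inhibition at 5 µM, scaled per plate between neutral and stimulator controls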;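 also: PAF is a Pseudomonas aeruginosa culture filtrate used as stimulus; plate controls were PAF-stimulated DMSO wells for no effect and unstimulated DMSO wells for full effect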
TRAIL sens C8: caspase-8 TRAIL sensitization; inhibition (viability loss, TRAIL sensitization), % at 10 µM; actives 1% (n = 360,000); NB7+C8 cells + TRAIL, ATPlite viability luminescence;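 active = compounds causing at least 50% loss of cell viability in the single-dose screen, relative to plate controls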
MITF TRPM1 inh: reduces MITF-dependent TRPM1 promoter luciferase signal. SK-MEL-5 TRPM1 promoter luciferase, 24 h. inhibition, % at 12.5 µM. actives 0.83% (n = 330,000). AID 488899;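 active = mean inhibition across replicates of 60% or more, whatever share of single replicates reaches that level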; also: values of inactives mirror those of a sister screen read the other way
NR2E3 ag-1: agonists of human NR2E3 nuclear receptor; Q9Y5X4; CHO-S Gal4-NCOR/VP16-NR2E3 two-hybrid, luciferase; AID 602229; inhibition of corepressor binding, % at 3.98 µM; actives 0.35% (n = 360,000);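 active = inhibition above the mean of all tested compounds plus 3 SD, cut at about 70% in these data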;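 also: 0% = DMSO with NR2E3 transfected cells and 100% = cells lacking NR2E3 construct; higher means lower luciferase signal from less NR2E3 corepressor binding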
Target sequence (Q9Y5X4 whole entry, looked up, the tested form may be a part): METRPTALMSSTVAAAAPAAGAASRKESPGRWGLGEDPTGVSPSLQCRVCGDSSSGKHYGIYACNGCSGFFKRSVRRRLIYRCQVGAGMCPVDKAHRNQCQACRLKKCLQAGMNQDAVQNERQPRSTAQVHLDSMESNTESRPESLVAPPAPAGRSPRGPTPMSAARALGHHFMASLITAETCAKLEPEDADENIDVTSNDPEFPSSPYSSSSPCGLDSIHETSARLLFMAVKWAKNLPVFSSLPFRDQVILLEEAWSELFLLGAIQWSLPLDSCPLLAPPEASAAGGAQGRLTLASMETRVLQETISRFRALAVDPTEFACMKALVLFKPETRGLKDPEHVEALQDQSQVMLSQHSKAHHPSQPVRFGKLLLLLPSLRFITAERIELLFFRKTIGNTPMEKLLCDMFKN
HIF-2a inh: inhibitors of HIF-2a; 786-0 RCC cells HIF-2a reporter, luciferase luminescence, overnight; inhibition, % at 18.8 µM; actives 0.72% (n = 360,000);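 active = inhibition of the luminescence signal of 40% or more relative to plate controls, in a single-dose primary screen at 18.75 µM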
NR2E3 ag-2: activates human photoreceptor nuclear receptor NR2E3; Q9Y5X4; actives 0.12% (n = 320,000); GST-NR2E3/biotin-RetCOR TR-FRET, 1536-well; AID 2300; inhibition of corepressor binding, % at 4.78 µM;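 active = percent inhibition above the cutoff of mean plus 3 SD of all tested compounds, set per screening campaign, cut at about 20% in these data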;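 also: 0% = DMSO wells and 100% = biotin wells as full block of FRET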
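system = GST-tagged NR2E3 plus biotinylated RetCOR corepressor | input = 1.35 nM GST-NR2E3 | also added = 7 nM biotin-RetCOR | schedule = 5 h incubation at 4 °C | measured by = TR-FRET with europium anti-GST and streptavidin-D2, 340 nm excitation | read-out = percent loss of FRET ratio relative to control wells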
Shn3 3UTR inh: Schnurri-3 reporter inhibition in Clone20 osteoblasts; actives 0.52% (n = 360,000); inhibition, % at 12.5 µM; Clone20 osteoblast Shn3 3'UTR firefly luciferase, 24 h;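 active = mean inhibition of at least 75% with every replicate also reaching 75%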;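 also: 0% = median of neutral control wells and 100% = pilot-screen positive control compound; some compounds past the cut are filed as inactive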
KKLEB tox: counter-screen for CF NF-kB inhibitors: cytotoxicity; KKLEB CF airway cells viability, ATPlite luminescence, overnight; active compounds read low; cells stimulated with P. aeruginosa culture filtrate; activity change (cytotoxicity), % at 5 µM; actives 0.36% (n = 360,000);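 active = corrected activity change at or below -50% at 5 µM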
TWEAK Fn14 block: blocks TWEAK-Fn14 interaction in a reporter cell assay | inhibition, % at 10 µM | AID 1159606 | TWEAK-stimulated Fn14 reporter cells, luciferase luminescence, 8 h | actives 2% (n = 360,000); in the data active = inhibition above about 50%
Active calls of the source: *; · = not tested or not shown. These rows are one share of the data; count on the stated rates, not on these rows.

item	Compound	Peg3 prom inh	TROY NFkB inh	CF NFkB block	TRAIL sens C8	MITF TRPM1 inh	NR2E3 ag-1	HIF-2a inh	NR2E3 ag-2	Shn3 3UTR inh	KKLEB tox	TWEAK Fn14 block
1	CCOC(=O)C(Cc1ccc(O)cc1)Nc1nc2ccccc2o1 (stereo unspecified)	3	-9	12	1	-18	5	-8	·	-17	-16	-4
2	Cc1noc(C)c1COC(=O)Cc1ccc(Cl)cc1	-20	-9	5	1	-9	12	3	-4	-1	-13	2
3	CN=c1scc(-c2ccccc2F)n1/N=C(\C)c1cccnc1	-230	-6	-9	63*	-19	-80	-216	-2	1	-14	25
4	O=C(OCC(=O)N1CCN(C(=O)c2ccco2)CC1)c1c(Cl)cccc1Cl	9	-8	-24	4	0	-14	14	·	9	-8	3
5	NC(=O)CC[C@H](NC(=O)OCc1ccccc1)C(=O)OCc1ccc(Cl)cc1	-4	18	-23	-5	19	-8	11	0	-9	-4	11
6	COc1ccccc1C1(CC(=O)Nc2nccs2)CCOC(C(C)C)C1 (stereo unspecified)	29	-9	1	3	20	19	-5	-1	6	11	13
7	COc1ccc(N(C)C(=O)c2ccc3c(Cl)c4c(nc3c2)CCCC4)c(OC)c1	13	18	20	36	5	-38	22	-1	-4	-10	26
8	O=C(Nc1ccccc1N1CCOCC1)C1=COCCO1	3	9	-4	-6	8	-48	11	-2	18	1	5
9	CCCN1C2=NCCCN2c2ccccc21	12	-22	6	-5	1	-8	11	1	-29	11	-3
10	COc1ccc2[nH]c(-c3ccc(C)cc3)cc(=O)c2c1	31	42	9	85*	51	-98	22	-1	33	-11	75*
11	Cn1ccc2c(-c3ccc4[nH]ccc4c3)cc3c(c21)C1CCC3O1 (stereo unspecified)	-52	-23	-5	-7	·	-8	-81	·	-28	0	-7
12	CCN(Cc1ccc2c(c1)OCO2)C(=O)CSc1ncnc2sccc12	-36	-17	-11	-15	-9	-20	-40	1	12	3	-14
13	O=C(CSc1ccc(C(F)(F)F)cn1)Nc1ccccc1	9	-34	8	-13	-4	-7	0	2	-52	-9	-19
14	COc1cccc(Oc2ccc(S(=O)(=O)N3CCOCC3)cc2[N+](=O)[O-])c1	8	-8	17	-19	11	-69	1	·	4	0	0
15	CC(Sc1nnc(N)s1)C(=O)Nc1ccc2c(c1)OCCO2 (stereo unspecified)	-21	-10	-20	-4	-12	8	-27	-5	0	22	1
16	C[C@]1(C(=O)NCCc2c[nH]c3ccccc23)C=C[C@@H](Cc2ccccc2)N1C(=O)c1ccccc1	-1	-12	-3	13	-4	9	-14	0	17	9	-3
17	CC(C)CC(=O)c1c[nH]c(C(=O)NCCc2ccccn2)c1	-36	-23	-5	14	-10	-8	-45	-2	-8	9	6
18	CCN(Cc1ccccc1)C(=O)CCc1nnc(CCCc2ccccc2)o1	-118	-64	-10	-1	-50	-47	-180	-1	-49	-3	-23
19	COc1ccccc1-n1c(CNC(=O)c2ccco2)nnc1SCC(=O)Nc1nccs1	6	-9	37	6	·	10	5	-1	-18	-20	-5
20	CCc1cc(CNC(=O)C2CCC(=O)N(Cc3ccc(Cl)cc3)C2)on1 (stereo unspecified)	4	-5	2	1	8	-30	1	0	9	4	5
21	CCC(=O)N(C)C[C@@H]1Oc2ncc(Br)cc2C(=O)N([C@@H](C)CO)C[C@H]1C	-3	6	14	3	·	-1	9	·	-15	-8	-19
22	Cc1ccnc(NS(=O)(=O)c2ccc(N)cc2)n1	-5	2	1	-15	-9	10	-8	1	-8	-9	-9
23	N#CCCn1c(Cl)nc2ccccc21	-9	-5	-4	-8	9	13	2	6	-1	3	16
24	COCCNC(=O)/C(C#N)=C/c1c(N2CCN(c3ccccc3)CC2)nc2c(C)cccn2c1=O	32	-19	-22	-13	14	-13	23	-3	-4	6	14
25	NNC(=S)Nc1ccc(Cl)cc1	6	-47	1	0	11	-31	12	1	21	0	-11
26	COc1ccc(CC(N)c2csc(NC(=O)Nc3ccccc3C(C)C)n2)cc1 (stereo unspecified)	100*	-16	-28	-2	·	-17	3	·	9	10	-24
27	NC(=O)C1CCN(CC(=O)Nc2cc(S(=O)(=O)N3CCOCC3)ccc2N2CCCC2)CC1	4	-13	17	1	10	-22	1	2	-10	14	30
28	CC(=O)Nc1ccc(N2CCC(C)CC2)c([N+](=O)[O-])c1	-76	-29	-3	16	-9	-9	-46	-2	-7	-6	-8
29	C=CCNS(=O)(=O)c1cc2c3c(c1)CCN3C(=O)CC2	13	-13	-32	-4	0	-26	1	0	-2	18	15
30	Cc1ccc(NC(=S)N(CCN2CCOCC2)Cc2ccccc2F)cc1Cl	15	5	20	-27	2	16	22	-3	-7	-8	-8
31	COc1ccc(OCCSc2nnc(-c3ccoc3C)n2C)cc1	-18	12	-9	5	0	-42	-2	1	-8	2	11
32	CCCN1Cc2cccc(C(=O)NC(CC(=O)OCC)c3ccc(OCC)c(OC)c3)c2C1=O (stereo unspecified)	13	-6	2	-3	7	-27	13	4	-2	-1	-18
33	COc1ccc(-c2cc(NCCc3ccncc3)n3ncnc3n2)cc1	5	-2	2	-10	-8	-1	14	-1	0	-4	12
34	CC(C)C(NC(=O)C1CCC(C(C)(C)C)CC1)C(=O)NCCc1ccc(S(N)(=O)=O)cc1 (stereo unspecified)	7	-6	6	1	·	-7	-51	-2	10	8	6
35	O=C(CN1C(=O)S/C(=C\C=C\c2ccccc2)C1=O)N1CCOCC1	-66	-3	2	25	·	22	-65	3	-26	0	-18
36	Cc1nc([N+](=O)[O-])c(NCCCO)n1Cc1ccccc1	19	-9	-3	10	2	-11	17	-2	-11	-1	6
37	O=C(NC(Cc1ccccc1)C(=O)O)/C(=C/c1ccc(Cl)cc1)NC(=O)c1ccco1 (stereo unspecified)	5	6	-10	-9	2	-44	-5	-3	21	-2	-4
38	Cn1c(=O)c2c(n(C)c1=O)n(C)c(=O)n2C	-9	-12	-28	-1	·	-10	-2	·	4	7	9
39	CC1CCN(C(=O)C2COc3ccccc3O2)CC1 (stereo unspecified)	-51	-28	2	10	-23	-22	-59	3	-29	9	-10
40	CCCN(Cc1nnc(-c2cccs2)o1)C(=O)c1cccc(S(=O)(=O)N2CCOCC2)c1	0	1	13	7	1	-22	3	0	-3	-8	-14
41	Nc1nc2c(ncn2[C@@H]2O[C@H](CNCc3ccc(Oc4cc(-n5cccn5)ncn4)cc3)[C@@H](O)[C@H]2O)c(=O)[nH]1	-5	-2	9	0	·	-10	0	·	-5	-13	-6
42	CC(=O)Nc1ccc(C(=O)N2CCN(C(=O)c3ccco3)CC2)cc1	3	-5	9	8	-3	-12	-6	3	-28	4	6
43	O=[N+]([O-])c1ccc(N2CCN(CC(O)COc3ccccc3)CC2)cc1 (stereo unspecified)	11	5	15	16	-6	31	8	2	27	-16	6

2 entries from above, as labelled records:
41) Nc1nc2c(ncn2[C@@H]2O[C@H](CNCc3ccc(Oc4cc(-n5cccn5)ncn4)cc3)[C@@H](O)[C@H]2O)c(=O)[nH]1
  Peg3 prom inh = -5
  TROY NFkB inh = -2
  CF NFkB block = 9
  TRAIL sens C8 = 0
  MITF TRPM1 inh = ·
  NR2E3 ag-1 = -10
  HIF-2a inh = 0
  NR2E3 ag-2 = ·
  Shn3 3UTR inh = -5
  KKLEB tox = -13
  TWEAK Fn14 block = -6

31) COc1ccc(OCCSc2nnc(-c3ccoc3C)n2C)cc1
  Peg3 prom inh = -18
  TROY NFkB inh = 12
  CF NFkB block = -9
  TRAIL sens C8 = 5
  MITF TRPM1 inh = 0
  NR2E3 ag-1 = -42
  HIF-2a inh = -2
  NR2E3 ag-2 = 1
  Shn3 3UTR inh = -8
  KKLEB tox = 2
  TWEAK Fn14 block = 11

From compound 42 to 43, as listed above:
item	Compound	Peg3 prom inh	TROY NFkB inh	CF NFkB block	TRAIL sens C8	MITF TRPM1 inh	NR2E3 ag-1	HIF-2a inh	NR2E3 ag-2	Shn3 3UTR inh	KKLEB tox	TWEAK Fn14 block
42	CC(=O)Nc1ccc(C(=O)N2CCN(C(=O)c3ccco3)CC2)cc1	3	-5	9	8	-3	-12	-6	3	-28	4	6
43	O=[N+]([O-])c1ccc(N2CCN(CC(O)COc3ccccc3)CC2)cc1 (stereo unspecified)	11	5	15	16	-6	31	8	2	27	-16	6

Screening data deposited in PubChem BioAssay by several laboratories.
